hERG WT inh: KCNH2 (human, wildtype) channel inhibition; Q12809; U2OS, BacMam KCNH2, thallium flux FluxOr; stronger effect = lower value; activity change, % at 1.84 µM; hit rate 0.37% among 340,000;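 active = maximum activity change below -70%; inconclusive = maximum activity change between -70% and -50%; inactive = maximum activity change above -50%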; also: % is scaled to controls: 0 for no effect and ±100 for the full control effect
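U2OS cells transduced with wild-type KCNH2 virus are loaded with FluxOr dye for 45 min, and thallium flux is measured in kinetic reads before and after stimulation buffer. Rate constants are normalized to DMSO controls.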
TCR activator: T cell receptor activation | primary human leukocytes, anti-CD3, IL-2 HTRF, 48 h | Potency, µM (doses to about 9.22 µM), for inactives: at the highest dose activation of IL-2 secretion, hits mostly activators | 330,000 tested, under 10 active | AID 504894; also: % of control where 0% means no effect
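IL-2 produced over 48 hr by a-CD3 bead-stimulated primary human leukocytes exposed to compounds was detected with a homogeneous time-resolved FRET immunoassay, 665nm acceptor signal after 320nm excitation.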
TRPV1 agonist: human TRPV1 agonism. Q8NER1. TRPV1-expressing cells, Fluo-8 calcium influx, agonist mode. activation, % at 8.33 µM. hit rate 0.19% among 320,000. AID 540275; in the data active = activation above about 80%; inconclusive = between about 30% and that limit; also: 0% is about no effect
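Cells expressing TRPV1 were dye-loaded with Fluo-8 and read kinetically: 10 s baseline, 3 min after compound (agonist portion), then 2 min after EC20 capsaicin (allosteric enhancer portion). Calcium-bound dye fluorescence at 480/520 nm.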
ELG1 repair inh: ELG1-dependent DNA repair inhibition. hit rate 2.3% among 330,000. AID 504467. HEK293T ELG1-luciferase reporter, luminescence, 16 h; DNA damage induced by 5-fluorouridine. Potency, µM (highest dose often 46.1 µM), for inactives: at the highest dose activity change, negative = inhibition, hits mostly inhibitors; also: potency is read from the fitted curve at half-maximal effect; % is scaled to controls: 0 for no effect and ±100 for the full control effect; nearly all actives have a fitted effect of over 55% in size
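In this reporter screen, reduction of luminescence relative to DMSO vehicle indicated activity. Compounds and 5-fluorouridine were added together to 2,000 cells per well, incubated for 16 hr at 37 °C, then developed with ONE-Glo.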
A-T KAP1 phos: potential ataxia-telangiectasia treatment. Potency, µM (doses to about 57.5 µM), for the others: at the top dose activation, hits mostly activators. hit rate 0.19% among 320,000. […] A-T fibroblasts, KAP-1 phosphorylation AlphaLISA; neocarzinostatin DNA damage 30 min before lysis; also: potency is read from the fitted curve at half-maximal effect; % of control where 0% means no effect; nearly all actives have a fitted effect of over 45% in size
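ATM-like activity read as KAP-1 phosphorylation via AlphaLISA donor/acceptor antibody pairs after lysis and 6 hr at 25C. Cells were ATM-null patient fibroblasts ([…], hTERT), dosed 60 min, then exposed to the DSB inducer NCS for 30 min.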
USP2a inh: inhibitors of human ubiquitin-specific protease USP2a; hit rate 0.01% among 330,000; Potency, µM (highest dose often 38.3 µM), for inactives: at the top dose activity change, negative = inhibition, usual class: inhibitors; AID 463254; O75604; USP2 core, Ub-CHOP2 coupled fluorogenic reporter, 485/531;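 also: potency is read from the fitted curve at half-maximal effect; plate controls were DMSO wells for no effect and full inhibition by NEM control for full effect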
Target sequence (O75604 whole entry, looked up): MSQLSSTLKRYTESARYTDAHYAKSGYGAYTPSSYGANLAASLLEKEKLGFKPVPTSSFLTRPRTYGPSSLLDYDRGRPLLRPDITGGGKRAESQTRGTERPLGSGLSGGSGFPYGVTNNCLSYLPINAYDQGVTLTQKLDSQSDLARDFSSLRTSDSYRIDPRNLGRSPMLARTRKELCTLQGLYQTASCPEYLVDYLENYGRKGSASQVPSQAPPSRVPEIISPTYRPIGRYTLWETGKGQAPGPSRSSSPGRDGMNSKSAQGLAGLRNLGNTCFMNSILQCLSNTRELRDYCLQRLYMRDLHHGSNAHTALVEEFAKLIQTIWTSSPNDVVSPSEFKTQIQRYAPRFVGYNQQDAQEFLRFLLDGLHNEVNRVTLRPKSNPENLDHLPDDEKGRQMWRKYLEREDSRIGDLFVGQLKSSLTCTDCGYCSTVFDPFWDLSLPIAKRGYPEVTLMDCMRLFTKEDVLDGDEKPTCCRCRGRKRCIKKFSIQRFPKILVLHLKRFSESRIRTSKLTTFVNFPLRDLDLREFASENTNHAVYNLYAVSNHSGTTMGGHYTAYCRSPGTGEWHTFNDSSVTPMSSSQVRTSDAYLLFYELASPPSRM
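Cell-free coupled assay: 10nM USP2 core preincubated 30min RT with compound in Tris-HCl pH 8.0/CaCl2/CHAPS buffer, then 25nM Ub-CHOP2 and 25nM reporter substrate; fluorescence (Ex 485/Em 531) read after 60min RT, normalized to NEM inhibition, concentration-response curves fitted.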
TSHR antag: antagonists of human thyroid stimulating hormone receptor | TSHR-expressing cells, TSH-stimulated cAMP HTRF, 2 h; stronger effect = lower value | activity change, negative = inhibition, % at 11.5 µM | hit rate 0.2% among 330,000 | AID 504810;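 active = activity change below a set negative limit, meaning inhibition stronger than a set level, cut at about -70% in these data; inconclusive = activity change between two set negative limits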; also: % is scaled to controls: 0 for no effect and ±100 for the full control effect
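Competitive HTRF cAMP read-out (cryptate anti-cAMP antibody, cAMP-d2; 30 min, room temperature) in freshly harvested TSHR cells. Compounds added before TSH at EC80 (4nM final), followed by 2 hours' incubation at 37 deg C.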
Eya2 inh: Eya2 (human) phosphatase inhibition | O00167 | AID 488837 | recombinant Eya2, OMFP fluorescence dephosphorylation (OMFP is methylfluorescein phosphate) | Potency, µM (series often up to 76.9 µM), inactives show at the highest dose activity, negative = inhibition, actives largely listed as inhibitors | hit rate 0.006% among 330,000; also: potency is read from the fitted curve at half-maximal effect; % is scaled to controls: 0 for no effect and ±100 for the full control effect
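Eya2 protein (added as 0.2 uM solution) was preincubated with compound for 10 min at ambient temperature in 50 mM HEPES pH 7.5, 50 mM NaCl, 5 uM MgCl2, 0.05% BSA, 1 mM DTT. OMFP (added at 50 uM) then reacted 10 min; fluorescence read at 485/525 nm.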
Mito fusion yeast: mitochondrial division inhibition or fusion activation; S. cerevisiae fusion-defective mutant growth rescue, CellTiterGlo 48 h; Potency, µM (titrated, usually from 46.1 µM), for the others: at the highest dose growth rescue (activation), most hits filed as activators; hit rate 0.23% among 320,000; AID 485298;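 also: potency is read from the fitted curve at half-maximal effect; % of control where 0% means no effect; nearly all actives have a fitted effect of over 45% in size; temperature-sensitive fusion mutants such as fzo1-1 at 37 °C on non-fermentable ethanol glycerol medium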
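Compounds are tested for their ability to restore growth of mitochondrial fusion-defective yeast strains at non-permissive 37C in YPEG medium over 48 hours. Viability is quantified by luciferase luminescence.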
KCNH2 3.1 inh: blocks the human KCNH2 3.1 channel isoform. U2OS KCNH2 3.1, thallium flux FluxOr; stronger effect = lower value. activity change, % (tested at about 1.8 µM). hit rate 0.95% among 340,000;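 active = maximum activity change below -70%; inconclusive = maximum activity change from -70% to -50%; inactive = maximum activity change above -50%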;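 also: thallium influx rate constant from kinetic fluorescence after stimulation buffer; % is scaled to controls: 0 for no effect and ±100 for the full control effect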
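Virally transduced U2OS (3.1 isoform, 4 h infection in dark at RT) → overnight 37 C → FluxOr + Red40 in HBSS/HEPES, 45 min → stimulation buffer, 2 min kinetic read → rate constant vs DMSO controls.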
* = called active by the depositor; [ ] = dose if it differs, or a comment. Unless noted, calls follow the shape of the dose curve; as a rule, active = well fitted curve in the direction sought with a large enough effect; inconclusive = small, poorly fitted or top-dose-only effect, or another doubt; inactive = no such curve, though single readings can be large; an effect the other way counts as inactive or inconclusive. An excerpt (hit frequency here may not be typical).

For O=S(=O)(c1ccccc1)N1N=C(c2cccs2)CC1c1ccc(Br)cc1 (configuration not stated) the results were hERG WT inh -4, TCR activator 3%, TRPV1 agonist 3, ELG1 repair inh -8%, A-T KAP1 phos -3%, USP2a inh -1%, TSHR antag 11, Eya2 inh 7%, Mito fusion yeast 9% and KCNH2 3.1 inh -34.
Screening CC(C)C[C@H]1CN=C(Nc2ccccc2)N1CC1CCCCCC1 returned hERG WT inh 31, TCR activator 3%, TRPV1 agonist 2, ELG1 repair inh -18%, A-T KAP1 phos 1%, USP2a inh 2%, TSHR antag 8, Eya2 inh -2%, Mito fusion yeast -5% and KCNH2 3.1 inh -32.
`Cc1cc(=O)oc2c(C(=O)/C=C\c3cccs3)c(O)ccc12` gave hERG WT inh 9, TCR activator 0%[46.1 µM], TRPV1 agonist -3, ELG1 repair inh -26%, A-T KAP1 phos 0%, USP2a inh 0%, TSHR antag 5, Eya2 inh 8%, Mito fusion yeast inconclusive and KCNH2 3.1 inh 7.
`O=C(NCc1ccccc1)c1cccc(OCC(=O)N2CCN(C(=O)c3ccco3)CC2)c1` gave hERG WT inh 5, TCR activator -7%, TRPV1 agonist 6, ELG1 repair inh 1%, A-T KAP1 phos 4%, USP2a inh 1%, TSHR antag -9, Eya2 inh 11%, Mito fusion yeast -4% and KCNH2 3.1 inh -97*.
O=C(c1ccc(F)cc1)n1c(NCc2ccccc2)n[nH]c1=S was read as hERG WT inh -14, TCR activator 3%, TRPV1 agonist -4, ELG1 repair inh 12%, A-T KAP1 phos -1%, USP2a inh 4%, TSHR antag -2, Eya2 inh -6%, Mito fusion yeast -2% and KCNH2 3.1 inh -6.
`CCC1=C(OC(=O)N(CC)CC)N2C(=O)OC(=NCc3ccccc3)[C@]2(C)[C@H]2C1=CC[C@H]1C(=O)N(CC(=O)OC)C(=O)[C@H]12` gave hERG WT inh -8, TCR activator -2%, TRPV1 agonist 18, ELG1 repair inh 18%, A-T KAP1 phos -6%, USP2a inh 0%, TSHR antag 5, Eya2 inh 2%, Mito fusion yeast 6% and KCNH2 3.1 inh 13.
CCCCN(C)CCCNC(=O)c1cn(CC)c2ccc(S(=O)(=O)N3CCc4ccccc4C3)cc2c1=O was read as hERG WT inh inconclusive, TCR activator 5%, TRPV1 agonist -2, ELG1 repair inh 2%, A-T KAP1 phos -4%, USP2a inh -5%, TSHR antag -3, Eya2 inh -1%, Mito fusion yeast 26% and KCNH2 3.1 inh -91*.
Screening O=C(Nc1ccc(-c2csc(-c3ccccc3)n2)cc1)c1ccccc1 returned hERG WT inh 2, TCR activator -77%, TRPV1 agonist inconclusive, ELG1 repair inh -3%, A-T KAP1 phos -12%, USP2a inh 2%, TSHR antag -14, Eya2 inh -1%, Mito fusion yeast -2% and KCNH2 3.1 inh -10.
Screening CC1(c2nnc(-c3ccc(F)cc3)o2)CC(c2ccc(F)cc2)=NO1 (configuration not stated) returned hERG WT inh 2, TCR activator -1%, TRPV1 agonist inconclusive, ELG1 repair inh inconclusive, A-T KAP1 phos -19%, USP2a inh 18%, TSHR antag 6, Eya2 inh -2%, Mito fusion yeast inconclusive and KCNH2 3.1 inh 13.
Screening CC(C)Cn1nc(C(=O)N2CCc3ccccc32)c2ccccc2c1=O returned hERG WT inh -7, TCR activator -3%, TRPV1 agonist 18, ELG1 repair inh inconclusive, A-T KAP1 phos 4%, USP2a inh 1%, TSHR antag 9, Eya2 inh 22%, Mito fusion yeast 24% and KCNH2 3.1 inh -5.
Screening Cc1c(NC(=O)CC(=O)Nc2c(C)n(C)n(-c3ccccc3)c2=O)c(=O)n(-c2ccccc2)n1C returned hERG WT inh -6, TCR activator 19%, TRPV1 agonist -1, ELG1 repair inh -2%, A-T KAP1 phos 4%, USP2a inh 2%, TSHR antag -2, Eya2 inh -7%, Mito fusion yeast -2% and KCNH2 3.1 inh -5.
Screening CCOC(=O)c1cc(-c2ccccc2)n(CC(=O)Nc2ccc(OCC)cc2)c1C returned hERG WT inh -1, TCR activator -5%[46.1 µM], TRPV1 agonist 7, ELG1 repair inh inconclusive, A-T KAP1 phos 7%, USP2a inh 3%, TSHR antag 4, Eya2 inh -21%, Mito fusion yeast -3% and KCNH2 3.1 inh -12.
`CCCN(CCC)C(=O)NC1CC(=O)N(c2ccc(OC)cc2)C1` (configuration not stated) gave hERG WT inh 1, TCR activator 3%[46.1 µM], TRPV1 agonist 0, ELG1 repair inh 10%, A-T KAP1 phos 2%, USP2a inh 1%, TSHR antag 18, Eya2 inh -2%, Mito fusion yeast 1% and KCNH2 3.1 inh 3.
O=C(CC1OC(=O)c2ccccc21)Nc1cc(Cl)ccc1N1CCOCC1 (configuration not stated) was read as hERG WT inh 0, TCR activator -1%, ELG1 repair inh 4.1µM*, A-T KAP1 phos 9%, USP2a inh 1%, Eya2 inh 8% and KCNH2 3.1 inh -5.
`O=C(Nn1cnnc1)c1ccc(OC(F)(F)C(F)C(F)(F)F)cc1` (configuration not stated) gave hERG WT inh -33, TCR activator 3%, TRPV1 agonist 0, ELG1 repair inh -2%, A-T KAP1 phos -11%, USP2a inh 3%, TSHR antag -10, Eya2 inh -9%, Mito fusion yeast 12% and KCNH2 3.1 inh 0.
O=C(CSc1nnc(Cc2cccs2)n1C1CCCCC1)N1CCN(C(=O)c2ccco2)CC1 was read as hERG WT inh -4, TCR activator -5%, TRPV1 agonist -2, ELG1 repair inh 5%, A-T KAP1 phos -8%, USP2a inh 4%, TSHR antag 3, Eya2 inh 10%, Mito fusion yeast -3% and KCNH2 3.1 inh 8.
`NC(N)=N/N=C/c1ccccc1OC(F)F` gave hERG WT inh 6, TCR activator 2%, TRPV1 agonist 0, ELG1 repair inh 0%, A-T KAP1 phos -2%, USP2a inh 1%, TSHR antag 6, Eya2 inh 17%, Mito fusion yeast 1% and KCNH2 3.1 inh 7.
For O=C1C2C3CCC(O3)C2C(=O)N1c1cccc(O)c1 (configuration not stated) the results were hERG WT inh -5, TCR activator 5%, TRPV1 agonist -4, ELG1 repair inh 17%, A-T KAP1 phos 3%, USP2a inh -1%, TSHR antag 15, Eya2 inh 13%, Mito fusion yeast 1% and KCNH2 3.1 inh -9.
Screening O=C(Cc1ccc([N+](=O)[O-])cc1)Nc1ccc(O)cc1C(=O)O returned hERG WT inh 12, TCR activator 1%[46.1 µM], TRPV1 agonist -2, ELG1 repair inh 8%, A-T KAP1 phos -4%, USP2a inh -1%, TSHR antag 3, Eya2 inh 6%, Mito fusion yeast -5% and KCNH2 3.1 inh -8.
`CCCCOc1ccc(Br)cc1/C(C)=N/NC1=NCCN1` gave hERG WT inh -11, TCR activator 3%[46.1 µM], TRPV1 agonist -3, ELG1 repair inh inconclusive, A-T KAP1 phos -1%, USP2a inh -1%, TSHR antag -8, Eya2 inh -8%, Mito fusion yeast 2% and KCNH2 3.1 inh inconclusive.
Screening COc1ccccc1N1CCN(C2CCCN(Cc3ccccc3OCCO)C2)CC1 (configuration not stated) returned hERG WT inh 3, TCR activator 1%, TRPV1 agonist -5, ELG1 repair inh -26%, A-T KAP1 phos -2%, USP2a inh -1%, TSHR antag 1, Eya2 inh -16%, Mito fusion yeast 0% and KCNH2 3.1 inh -9.
`CCOC(=O)C1C(c2ccc(OC)c(OC)c2)c2c([nH][nH]c2=O)CC1(C)O` (configuration not stated) gave hERG WT inh -26, TCR activator -9%, TRPV1 agonist 4, ELG1 repair inh inconclusive, A-T KAP1 phos -3%, USP2a inh -1%, TSHR antag -12, Eya2 inh 0%, Mito fusion yeast -5% and KCNH2 3.1 inh -14.
Screening CCOc1cc(N2CCOCC2)c(OCC)cc1NC(=O)Cc1ccccc1 returned hERG WT inh -1, TCR activator 5%, TRPV1 agonist 2, ELG1 repair inh -16%, A-T KAP1 phos -8%, USP2a inh 3%, TSHR antag 6, Eya2 inh -3%, Mito fusion yeast 3% and KCNH2 3.1 inh 11.
Screening CN(C)S(=O)(=O)c1cccc(C(=O)NCc2cccs2)c1 returned hERG WT inh -17, TCR activator 8%, TRPV1 agonist 2, ELG1 repair inh 2%, A-T KAP1 phos -4%, USP2a inh 0%, TSHR antag -7, Eya2 inh -1%, Mito fusion yeast 5% and KCNH2 3.1 inh 6.
`CCCCn1cc(SCC(=O)O)c2ccccc21` gave hERG WT inh -1, TCR activator -8%, TRPV1 agonist -9, ELG1 repair inh 9%, A-T KAP1 phos -5%, USP2a inh 0%, TSHR antag 5, Eya2 inh 14%, Mito fusion yeast 19% and KCNH2 3.1 inh 1.
Screening CCOc1cc(CNCc2ccccn2)cc(Cl)c1OC returned hERG WT inh -8, TCR activator -1%, TRPV1 agonist 1, ELG1 repair inh 1%, A-T KAP1 phos 1%, USP2a inh 1%, TSHR antag 1, Eya2 inh -1%, Mito fusion yeast -7% and KCNH2 3.1 inh -6.

High-throughput results deposited in PubChem BioAssay by National Center for Advancing Translational Sciences (NCATS).
